From PubChem
zfTRPN1 agonist: agonists of zebrafish TRPN1 channel. activation, % at 3 µM. HEK293 zebrafish TRPN1-YFP, Fluo-8 calcium fluorescence; 100% = response to 87 µM carbachol. 220,000 tested, 0.18% active;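 active = activation above its plate's cutoff, the mean activation of test wells on that plate plus 3 SD, cut at about 19% in these data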;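 also: 0% = DMSO alone and 100% = 87 µM carbachol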
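System: zebrafish TRPN1-YFP in HEK293 cells / Dosing: 3 µM single point / Timing: dye loading 1 h at 37 °C, then 30 min room temperature / Signal: Fluo-8 calcium fluorescence, excitation 470-495 nm, emission 515-575 nm / Read-out basis: percent activation from peak over basal fluorescence ratio, control-normalized / Control set: high carbachol 87 µM, low DMSO alone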
Cl transport mod: modulates chloride dependent transport by human KCC2; KCC2 cells, thallium flux FluoZin-2 fluorescence; B-score of Tl+ flux slope (higher = more flux/activation; lower = inhibition) at 10 µM; Q9H2X9; 190,000 tested, 2.2% active;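 active = thallium flux slope and its plate-corrected score both differing from the plate sample mean at a set confidence after two filtering rounds, in either direction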;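 also: slope of fluorescence scaled to starting intensity during 10 to 20 s after thallium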
TbHK1 inh: T. brucei hexokinase 1 inhibition | recombinant TbHK1, G6PDH-coupled NADH A340 | inhibition, % at 10 µM | 220,000 tested, 0.11% active;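 active = inhibition of 50% or more in the single-dose primary screen; inactive = inhibition below 50%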
EBV gp42 block: blocks Epstein-Barr virus glycoprotein 42 binding. Q1HVG2. 220,000 tested, 0.42% active. inhibition, % (tested at 21.74 µM). Fluorescence polarization binding assay, mP read-out; in the data active = inhibition above about 50%
Target sequence (Q1HVG2 whole entry, looked up): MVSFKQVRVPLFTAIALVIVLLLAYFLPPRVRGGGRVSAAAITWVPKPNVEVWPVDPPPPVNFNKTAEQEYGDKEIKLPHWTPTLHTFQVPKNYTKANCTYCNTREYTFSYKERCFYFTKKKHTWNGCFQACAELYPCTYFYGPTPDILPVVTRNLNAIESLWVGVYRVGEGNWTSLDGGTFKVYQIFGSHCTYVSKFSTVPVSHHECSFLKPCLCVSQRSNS
PPC-1+TRAIL kill: compounds killing PPC-1 cancer cells with TRAIL present (potentiator screen, no TRAIL-free arm). PPC-1 cells + TRAIL, ATPLite viability luminescence. 220,000 tested, 0.41% active. AID 1443. cell killing (% activity), % at 4 µM;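 active = cell killing above 50% in the first pass at 4 µM, then a duplicate retest at 5 µM averaging 50% or more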;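 also: plate controls were cells with TRAIL plus DMSO for no effect and medium-only wells lacking cells for full effect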
Furin inhibitor: blocks human furin protease activity; inhibition, % at 30 µM; P09958; AID 463115; 220,000 tested, 0.061% active; purified furin, fluorogenic substrate cleavage; in the data active = inhibition above about 25%; also: inactives centre near -15
TRPML3 ag: agonists of human TRPML3 channel; Q8TDD5; activation, % at 3 µM; 220,000 tested, 0.29% active; HEK293 TRPML3-YFP, Fluo-8 calcium fluorescence; 100% = the carbachol control signal;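 active = activation above its plate's cutoff, the mean activation of the plate's test wells plus 3 SD, cut at about 12% in these data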;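 also: 0% = DMSO only wells and 100% = carbachol wells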
Target sequence (Q8TDD5 whole entry, looked up): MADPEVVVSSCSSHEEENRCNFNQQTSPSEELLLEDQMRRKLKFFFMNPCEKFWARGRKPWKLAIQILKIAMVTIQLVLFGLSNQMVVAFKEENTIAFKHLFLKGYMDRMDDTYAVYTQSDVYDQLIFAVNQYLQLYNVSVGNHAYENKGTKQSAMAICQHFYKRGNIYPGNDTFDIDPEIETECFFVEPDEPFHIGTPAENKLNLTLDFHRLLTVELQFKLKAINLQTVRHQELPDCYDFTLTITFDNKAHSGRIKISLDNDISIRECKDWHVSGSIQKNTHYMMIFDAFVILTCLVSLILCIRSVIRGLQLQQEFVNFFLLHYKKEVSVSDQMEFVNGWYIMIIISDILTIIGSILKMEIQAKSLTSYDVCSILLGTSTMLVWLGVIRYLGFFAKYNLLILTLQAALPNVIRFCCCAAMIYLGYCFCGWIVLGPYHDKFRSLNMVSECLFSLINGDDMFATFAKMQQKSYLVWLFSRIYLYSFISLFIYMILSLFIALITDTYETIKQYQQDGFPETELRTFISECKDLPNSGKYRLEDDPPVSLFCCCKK
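Test system – HEK293 line with stable expression of human TRPML3-YFP channel · Control set – carbachol 87 µM final as high control (100%), DMSO as low control (0%) · Signal – Fluo-8 calcium dye fluorescence, ex 470-495, em 515-575 nm · Incubation – 1-h 37 °C dye load, 5-s basal, 120-s post-compound reads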
Thrombin inh: inhibitors of human thrombin. 220,000 tested, 0.26% active. inhibition, % at 5 µM. alpha-thrombin, Boc-VPR-AMC fluorogenic substrate cleavage. AID 1046. P00734;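 active = inhibition at or above 40%; inactive = inhibition below 40%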;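 also: 0% = enzyme with no compound and 100% = wells without enzyme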
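Material: human alpha-thrombin enzyme / Medium: pH 7.5 Tris (50 mM) with NaCl 150 mM, Tween 20 0.05% / Compound: single-point dosing at 5 µM, 0.2% DMSO / Incubation: enzyme reaction carried out at room temperature / Detection: AMC fluorescence, 355/460 nm / Read-out basis: percent inhibition scaled between no-compound controls and no-enzyme blanks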
m-calpain inh: blocks pig calpain II enzyme activity; 220,000 tested, 0.37% active; purified calpain II, fluorogenic peptide substrate, 30 min; inhibition, % at 16 µM;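 active = inhibition above about 50%, limit read from the data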
The depositor's hits bear a star; i = inactive; / = no result given; [ ] = remark or other dose. An unsorted share of the library; 3.6% or so of the library scored in one or more.

Each structure is followed by: zfTRPN1 agonist	Cl transport mod	TbHK1 inh	EBV gp42 block	PPC-1+TRAIL kill	Furin inhibitor	TRPML3 ag	Thrombin inh	m-calpain inh
Cc1ccc(N=Nc2c(N)nn(-c3ccccc3)c2N)cc1
    -2.3	0.15	-19	5	2	7	0.3	-6	26
CC(C)CCn1nc(C(=O)Nc2nc3c(s2)CCCC3)c2ccccc2c1=O
    1.4	1.5	-7	-11	-12	4	0.2	-5	24
Cc1ccc2c(c1)S/C(=C/c1ccc[n+](CCO)c1)N2C
    1.5	0.17	-2	-23	/	-1	0.7	-4	-20
COc1ccc(Oc2nnnn2-c2ccccc2)cc1
    0.7	-1.4	4	-22	26	-17[20 µM]	0.6	4	-10
CCOC(=O)c1sc(N)c(C(=O)Nc2ccccc2OC)c1C
    -4.0	-0.48	-5	-7	-2	-16	-0.8	-1	2
COC(=O)CN(C#N)c1nc(NC(C)C)nc(NC(C)C)n1
    0.5	0.48	-1	-9	-14	-27	0.3	-1	-4
Cc1ccc(CSc2nnc3ccc(-c4ccncc4)nn23)cc1
    -0.5	-1.1	-1	-7	11	-10	0.1	4	-9
COc1cc(C)c(NC(=O)C(=S)NCCc2ccccc2)cc1C
    0.0	-0.18	-1	1	10	-21	0.2	-5	-12
O=C(COC(=O)c1cc[n+]([O-])cc1)Nc1ccccc1Cl
    -1.5	-0.42	2	-5	24	-19	0.1	-4	7
CCC(C)(C(=O)NC1CCCCC1)N(Cc1ccco1)C(=O)c1ccc2c(c1)OCO2 (stereo not drawn)
    -0.4	/	3	-9	-13	-11[20 µM]	-0.1	-1	16
Cc1ccc(S(=O)(=O)N2CCCC(C(=O)N3CCCc4ccccc43)C2)cc1 (stereo not drawn)
    0.9	/	3	-7	-16	-21[20 µM]	0.5	-5	4
C=CC(=O)N=c1sc2ccccc2n1-c1ccccc1
    -0.8	/	-38	-5	12	-13	0.4	-8	15
NS(=O)(=O)c1ccc(NN=C2CCCCC2)c([N+](=O)[O-])c1
    -3.1	-0.64	38	-6	17	-6	0.6	-10	1
Cc1noc(C)c1COC(=O)COc1cccc2c1OC(C)(C)C2
    0.3	-0.56	0	-1	9	-23	0.5	2	16
Cc1cccc(NC(=O)c2ccccc2-c2ccccc2)c1
    -1.9	-2.1	5	-11	4	-17	-0.3	0	1
COc1ccc(C(=O)N(CC2CCCO2)C(C(=O)NC2CCCC2)c2ccc(Cl)cc2)cc1OC (stereo not drawn)
    1.1	/	1	-7	-6	-24[20 µM]	-0.3	11	16
CCc1ccc(C(=O)NCC2COc3ccccc3O2)o1 (stereo not drawn)
    -0.1	0.34	4	3	10	-11	0.6	7	-90
c1coc(C2Nc3ccccc3-c3nc4ccccc4n32)c1 (stereo not drawn)
    -0.6	-2.6	-14	-6	26	-50	0.9	-1	i
C/C(=N\NC(=O)c1ccc(-c2ccccc2)cc1)C1C(=O)c2ccccc2C1=O
    0.2	0.93	-10	-27	3	-31	0.1	-10	-178
O=c1oc2cc(O)ccc2c2ccccc12
    0.7	-0.054	-19	-11	-6	-14[20 µM]	1.1	0	-19
CCOc1ccc(C(C)(C)C)cc1S(=O)(=O)N1CCOCC1
    -0.2	0.27	-5	2	4	-19[20 µM]	-0.9	18	4
Cc1ccc(C)c(Cn2nnc3c(=O)[nH]c(C(=O)NCC4CCCO4)nc32)c1 (stereo not drawn)
    -0.7	-0.11	-1	-21	-14	-12[20 µM]	-1.1	-5	-15
O=C(Cn1cc2c(n1)CCCCC2)NC1CCN(Cc2ccccc2)CC1
    /	1.4	3	-3	-17	-19	/	-6	-7
O=C(O)C1CSC2(c3ccc(F)cc3)CCC(=O)N12 (stereo not drawn)
    -1.1	0.015	-6	-15	20	-19	0.5	-6	-2
COc1cccc(CN(C)Cc2nc(Cc3ccccc3Cl)no2)c1
    -2.2	-0.52	2	-3	-17	-16	-1.4	1	10
CCOc1ccc(NC(=O)CCC(=O)NNS(=O)(=O)c2ccccc2[N+](=O)[O-])cc1
    1.7	/	2	-17	14	-23	0.4	-7	-16
CCC(=O)Nc1cccc(NC(=O)c2ccc3c(c2)OCCO3)c1
    /	/	/	-13	9	/	/	-1	27
Cc1cc(SCC(=O)Nc2ccccc2C)nc(C)n1
    0.1	0.085	3	-15	5	-8[20 µM]	-0.2	-3	-2
O=C(C1CC1)n1cc(C(=S)N2CCOCC2)c2ccccc21
    0.6	-3.7	-1	-24	14	-18	-0.1	1	13
O=C(c1ccccc1[N+](=O)[O-])N1CC2C3C=CC(C3)C2C1 (stereo not drawn)
    0.0	0.26	-8	-5	-1	-22	0.8	1	-22
CC(NC(=O)CCN1C(=O)c2ccccc2C1=O)c1ccc2c(c1)CCCC2 (stereo not drawn)
    0.8	-0.76	0	-6	9	-11	0.0	34	36
Clc1nssc1=Nc1ccccc1
    1.4	0.0098	2	-52	0	-32	1.0	9	-21
CCOCCCNC(=O)c1ccc(Cn2c(=O)[nH]c3ccsc3c2=O)cc1
    0.5	-0.022	1	-12	8	-19	1.1	-4	13
Cc1cccc(NC(=O)c2ccc(S(=O)(=O)N(C)C)cc2)c1
    2.7	/	-5	-3	20	-29	0.4	-4	9
CCN=C1NN=C(c2cc(C)n(CCc3ccccc3)c2C)CS1
    -0.1	0.8	-12	4	7	-16	-0.1	-10	-148
O=C(NC1CCCC1)C(c1cccnc1)N(C(=O)c1csnn1)C1CCCC1 (stereo not drawn)
    -1.2	-0.034	-1	-8	6	-19[20 µM]	-0.1	-2	28
NC(=O)NC(=O)COC(=O)[C@H](Cc1ccccc1)NC(=O)c1cccs1
    2.0	-0.051	4	-6	4	-19	0.5	-2	17
COc1ccccc1NC(=O)N(CCN(C)C)Cc1cc2cc(C)ccc2[nH]c1=O
    -0.6	0.98	3	-9	25	-25	0.2	7	-4
O=C(Cn1c(=O)oc2cc(S(=O)(=O)N3CCCC3)ccc21)N1CCN(c2ccccc2)CC1
    -0.2	/	-8	8	6	-27	0.9	3	1
Cc1nn2c3ccccc3n(C)c2nc1=O
    -1.1	-0.47	-10	-5	20	-20[20 µM]	0.5	-3	-134
COc1ccc(OCCCn2c(=O)oc3ccccc32)cc1
    -1.4	-0.88	11	-17	17	-22[20 µM]	0.1	0	-5
CCOC(=O)Cc1nnc(NC(=O)c2ccco2)s1
    1.6	-0.084	-5	-3	-17	-7	0.3	-2	-20
COc1ccccc1/C=N/NC(=O)Cn1cnc([N+](=O)[O-])n1
    1.8	0.073	-14	6	/	-29	1.0	0	-7
CCOC(=O)c1c(C)n(C)c2ccc(O)c(CN(C)C)c12
    -1.0	-0.25	2	-7	37	-27	0.3	-1	11
CC(C)c1ccc2[nH]c(O)c(N=NC(=O)c3cccc(S(=O)(=O)N4CCCCC4)c3)c2c1
    0.7	-0.51	-4	1	25	-2	0.1	-4	-47
CC(OC(=O)c1ccccc1Br)C(=O)Nc1nc(-c2cccc([N+](=O)[O-])c2)cs1 (stereo not drawn)
    1.3	-0.0013	-9	-21	-6	-15	0.8	-10	-37
CCn1c(C)c(C(C)=O)c(N2CCN(C(=O)c3ccco3)CC2)nc1=S
    1.2	/	-5	-16	3	-15[20 µM]	1.1	-7	4
CC(C)C(NC(=O)CN1C(=O)c2ccccc2S1(=O)=O)C(C)C
    0.9	0.022	-1	-3	18	-30	0.5	-2	-7
Cc1cc(NC(=O)c2cccc(S(=O)(=O)N(C)C)c2)n(-c2ccccn2)n1
    0.8	0.071	-4	-32	-1	-14[20 µM]	1.2	-3	-14
Cc1nnc(SCc2cccs2)[nH]c1=O
    2.1	0.53	-1	-9	-4	-17[20 µM]	0.2	0	-5
COc1cc2c(cc1OC)C(c1cccnc1)CC(=O)N2 (stereo not drawn)
    0.7	-0.09	2	-7	20	-14	0.3	-10	-23
CCCOC(=O)Nc1ccc(S(=O)(=O)Nn2cnnc2)cc1
    1.1	/	0	-5	3	-3	0.1	2	8
O=C(NCCc1ccccc1)c1ccc(NC2=NC3CS(=O)(=O)CC3S2)cc1 (stereo not drawn)
    0.3	0.19	-4	-7	2	-4	0.2	-3	-3
CC(Oc1ccccc1)C(=O)NC1CCN(Cc2ccccc2)CC1 (stereo not drawn)
    1.3	/	-2	-20	8	-10[20 µM]	1.8	-8	-38
COCCOC(=O)C1=C(C)N(c2ccccc2)C(=S)NC1c1ccccc1C(F)(F)F (stereo not drawn)
    -2.4	0.12	-5	-10	5	-17	-1.1	-2	29
CC(=O)Nc1ccc(S(=O)(=O)NNC(=O)COc2cccc(C)c2)cc1
    -0.9	-0.31	1	-56	-1	-12[20 µM]	-0.3	-8	10
CCN(CC)c1nc(Nc2ccccc2)nc(Oc2ccc(=O)n(C)n2)n1
    0.4	-0.51	-4	-14	1	-15	-0.1	4	-42
N#CCCN1CCN(CCC#N)CC1
    0.8	/	1	-5	15	-20	0.6	6	-16
CCOC(=O)c1c(NC(=O)CSc2nnc(C)c(=O)[nH]2)sc2c1CCCC2
    0.5	/	-10	-10	15	-22[20 µM]	0.7	4	-54
O=c1c2cc(NC(=S)N3CCCC3)ccc2nc2n1CCCCC2
    -0.5	1.5	-7	-12	19	-23	0.3	-11	6

The results go on:
Each structure is followed by: zfTRPN1 agonist	Cl transport mod	TbHK1 inh	EBV gp42 block	PPC-1+TRAIL kill	Furin inhibitor	TRPML3 ag	Thrombin inh	m-calpain inh
COc1ccccc1CN1CCN(C(CC(C)C)c2nnnn2Cc2cccs2)CC1 (stereo not drawn)
    /	/	/	-9	7	/	/	2	42
Cc1ccc(S(=O)(=O)N(C)c2cc(S(=O)(=O)Nc3ccncc3)c(C)cc2C)cc1
    0.1	1.5	28	-7	11	-15	0.4	-7	-8
CCOC(=O)N1CCC(C(=O)Nc2ccc(OCC)cc2)CC1
    1.5	0.31	7	3	20	-27	1.0	-6	-12
CCc1nnc2sc(-c3ccc(NC(=O)CSc4ccc(Cl)cc4)cc3)nn12
    1.5	-0.59	-15	/	/	-12[20 µM]	0.2	/	/
CC1Cc2ccccc2N1C(=O)c1ccc2snnc2c1 (stereo not drawn)
    0.1	/	-8	-10	0	-7	0.3	-2	-8

Shown with tabs: part of the list above.
molecule	zfTRPN1 agonist	Cl transport mod	TbHK1 inh	EBV gp42 block	PPC-1+TRAIL kill	Furin inhibitor	TRPML3 ag	Thrombin inh	m-calpain inh
Cc1ccc(S(=O)(=O)N(C)c2cc(S(=O)(=O)Nc3ccncc3)c(C)cc2C)cc1	0.1	1.5	28	-7	11	-15	0.4	-7	-8
CCOC(=O)N1CCC(C(=O)Nc2ccc(OCC)cc2)CC1	1.5	0.31	7	3	20	-27	1.0	-6	-12
CCc1nnc2sc(-c3ccc(NC(=O)CSc4ccc(Cl)cc4)cc3)nn12	1.5	-0.59	-15	/	/	-12[20 µM]	0.2	/	/
CC1Cc2ccccc2N1C(=O)c1ccc2snnc2c1 (stereo not drawn)	0.1	/	-8	-10	0	-7	0.3	-2	-8
